IEC-6 cytotox – kills IEC-6 intestinal cells in KLF5 counter-screen; inhibition, % at 5 µM; AID 1825; actives 0.78% (n = 290,000); IEC-6 cytotoxicity, luminescence viability; in the data active = inhibition above about 22%;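 note: 0% = plate median of test compound wells and 100% = cytotoxic reference compound wells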
DYRK1A inh – blocks rat Dyrk1A kinase activity. ADP-Glo luminescence, NFATc1 peptide. inhibition, % at 12.5 µM. actives 0.43% (n = 310,000); in the data active = inhibition above about 50%;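 note: plate controls were vehicle with enzyme for no effect and no enzyme for full effect; many of its hits are not listed in these tables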
HSP90 refold inh – HSP90 refolding inhibition in rabbit reticulocyte lysate; luciferase refolding luminescence, 3 h; inhibition, % at 5.6 µM; actives 0.91% (n = 290,000); AID 1789;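 active = inhibition above the screen-wide mean plus 3 SD, computed separately per campaign, cut at about 16% in these data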;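 note: 0% = DMSO wells and 100% = 60 µM geldanamycin wells; inhibitors lower the luminescence because luciferase stays unfolded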
GSK3A inh – human GSK-3 alpha kinase inhibition; P49840; ADP-Glo luminescence, 60 min; inhibition, % at 10 µM; actives 0.1% (n = 320,000); AID 2650;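 in the data active = inhibition above about 50%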;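 note: GST-tagged GSK-3 alpha with peptide substrate and 25 µM ATP; 0% = DMSO neutral wells and 100% = GW8510 positive control wells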
Target sequence (P49840 whole entry, looked up): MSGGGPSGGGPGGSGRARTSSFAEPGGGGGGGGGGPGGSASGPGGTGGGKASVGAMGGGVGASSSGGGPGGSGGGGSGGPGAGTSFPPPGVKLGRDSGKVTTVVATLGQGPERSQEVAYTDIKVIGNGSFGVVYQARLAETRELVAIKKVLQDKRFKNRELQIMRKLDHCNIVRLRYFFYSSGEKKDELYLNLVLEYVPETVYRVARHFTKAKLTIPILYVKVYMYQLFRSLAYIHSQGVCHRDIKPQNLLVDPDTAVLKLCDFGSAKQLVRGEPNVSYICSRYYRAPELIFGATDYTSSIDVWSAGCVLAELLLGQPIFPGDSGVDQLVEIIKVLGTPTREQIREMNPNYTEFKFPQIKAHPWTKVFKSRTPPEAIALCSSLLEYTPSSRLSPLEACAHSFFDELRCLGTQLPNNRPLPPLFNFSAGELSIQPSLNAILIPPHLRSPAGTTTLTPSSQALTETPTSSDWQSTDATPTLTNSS
GSK3B inh – human GSK3beta kinase inhibition | GST-GSK3beta kinase, ADP-Glo luminescence, 60 min; hits give low values | activity score (negative = inhibition), % at 10 µM | actives 0.038% (n = 300,000);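 active = more than half of replicate wells score below -50%, meaning over 50% inhibition versus plate controls; inconclusive = some replicates but at most half score below -50%; inactive = no replicate scores below -50%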;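 note: 0% = median DMSO wells and -100% = median GW8510 positive control wells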
Target sequence (P49841 whole entry, looked up): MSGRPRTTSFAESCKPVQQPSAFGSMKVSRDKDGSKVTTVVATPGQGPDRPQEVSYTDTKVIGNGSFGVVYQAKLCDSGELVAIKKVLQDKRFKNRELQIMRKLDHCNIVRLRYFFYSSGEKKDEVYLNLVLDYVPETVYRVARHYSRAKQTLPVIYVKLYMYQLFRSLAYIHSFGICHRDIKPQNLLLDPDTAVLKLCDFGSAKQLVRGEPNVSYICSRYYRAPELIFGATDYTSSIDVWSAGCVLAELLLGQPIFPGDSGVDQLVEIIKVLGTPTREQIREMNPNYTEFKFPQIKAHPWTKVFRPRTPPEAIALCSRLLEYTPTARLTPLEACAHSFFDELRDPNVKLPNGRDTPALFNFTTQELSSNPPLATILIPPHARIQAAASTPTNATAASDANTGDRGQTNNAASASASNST
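Test system: GST-fused GSK3beta enzyme, cell-free | Quantity: 1.6 ng GST-GSK3beta enzyme per well | Reagent: 25 µM ATP with peptide substrate | Schedule: 60 min enzyme reaction, room temperature | Signal: Luminescent ADP-Glo measurement of ADP formed | Read-out basis: Score relative to plate controls | Control set: DMSO and 20 µM GW8510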
Platelet DG rel – modulates dense granule release in human platelets; human platelet-rich plasma, SFLLRN dense granule ATP release, luminescence; inhibition, %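 (compounds screened at 7.5 µM in platelet-rich plasma)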; actives 0.22% (n = 300,000);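 active = mean replicate score, as percent of positive control, at or above 50; inconclusive = mean below 50 but at least one replicate at or above 50; inactive = mean and every replicate below 50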
KLF5 inh – suppresses KLF5 promoter-driven expression. DLD-1 KLF5 promoter-luciferase reporter, luminescence. actives 0.23% (n = 290,000). AID 1700. inhibition, % at 5 µM;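 active = inhibition above a per-plate limit of that plate's mean compound inhibition plus 3 SD, cut at about 60% in these data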;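 note: 0% = DMSO wells and 100% = LY294002 at 200 µM; higher means less KLF5 promoter-driven luciferase light; inactives centre near -14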
aSyn UTR inh – MLPCN primary screen, SNCA 5' untranslated region | alpha-synuclein 5'UTR reporter, inhibitor activity | inhibition, % (tested at 7.5 µM) | actives 0.82% (n = 300,000); in the data active = inhibition above about 60%; inconclusive = no clear call, values can overlap the other calls;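 note: H4 neuroglioblastoma cells stably carrying SNCA 5'UTR luciferase fusion; 0% = DMSO wells and 100% = positive control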
HSF1 inhib – HSF1 inhibition | actives 0.77% (n = 300,000) | NIH3T3-HGL HSE-luciferase, MG132-induced, luminescence 8 h; hits give low values | activity change, negative = inhibition, % at 7.5 µM (by protocol);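 active = more than half of replicate wells show activity change below -50%, luminescence cut by over half; inconclusive = some wells, but at most half, below -50%; inactive = no replicate well below -50%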;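 note: luciferase reports HSF-1 transcriptional activity via heat shock element; 0% = median of DMSO wells and -100% = zero luminescence signal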
HSF-1 act – increases HSF-1 driven luciferase reporter signal. NIH3T3-HGL HSF-1 luciferase reporter, MG132, 8 h; 100% = twice DMSO control signal. activation, % at 9 µM. actives 1.7% (n = 300,000). AID 504408;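 active = mean replicate activation of at least 50% with a set share of replicates each reaching 50%; inconclusive = only one of those two conditions met; inactive = mean below 50% and too few replicates reaching it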;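 note: 0% = median of the neutral control wells and 100% = twice that signal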
* marks the source's active call; other numbers are inactive results; ? = inconclusive; . = not tested or not shown; & = joins results of further samples.

SMILES	IEC-6 cytotox	DYRK1A inh	HSP90 refold inh	GSK3A inh	GSK3B inh	Platelet DG rel	KLF5 inh	aSyn UTR inh	HSF1 inhib	HSF-1 act
COC(=O)c1ccccc1NC(=O)C1CC(=O)N(c2ccc(C)c(C)c2)C1 (stereo not drawn)	7	-8	3	-3	3	-1	-9	28	11	36
Cc1ccc2nc(SCC(=O)Nc3cccc(Cl)c3)nc(=O)n2c1	.	4	.	-2	6	20	.	-27	6	9
CC1CCCN(S(=O)(=O)c2coc(C(N)=O)c2)C1 (stereo not drawn)	5	1	4	3	2	2	-13	-2	-6	-1
Cc1cccc(-c2nc(CN3CCN(Cc4cccc(F)c4)CC3)c(C)o2)c1	-4	3	-4	-3	2	0	-33	-2	-10	-5
Cc1ccc(/C=C/C(=O)Nc2cccc(S(=O)(=O)N3CCOCC3)c2)o1	3	0	7	-2	1	-10	-2	-28	0	-4
Nc1nnc(SCc2ccc(F)cc2)n1-c1ccccc1	2	2	3	0	2	-1	-12	-13	-16	-32
CCC1CCCCN1CCCNC(=O)c1ccc(CS(=O)(=O)c2ccccc2OC)o1 (stereo not drawn)	2	-7	0	1	0	8	-18	17	-1	-1
Cc1ncc([N+](=O)[O-])n1CCOC(=O)c1cc(Cl)cc(Cl)c1N	-1	-4	0	-4	-1	6	16	-16	23	?
Oc1ccc(/C=N/NC(=S)NCc2ccco2)cc1	0	20	0	17	2	-3	-1	-18	11	2
Cc1cc(C)c(S(=O)(=O)c2c(C)cccc2C)c(OCC(C)C)n1	-8	3	2	-3	1	-3	-2	-3	-4	26
CC(C)(C)c1ccc(OCC(=O)O)cc1	-1&0	-1	0&1	1	-1	3	-25&-11	2	-5	-10
COc1ccccc1CCCNC(=O)C1CCC(=O)N(CCc2cccc(F)c2)C1 (stereo not drawn)	1	-1	2	0	0	-4	-37	0	-2	26
CCOC(=O)c1ccc(NC(=O)CC2C(=O)OCCN2CC)cc1 (stereo not drawn)	-8	1	-3	.	-3	-1	-33	9	-3	14
COc1cccc(C(=O)N2CCCC(CCC(=O)NCc3ccc(F)c(F)c3)C2)c1 (stereo not drawn)	0	.	4	-2	-2	-2	-12	-11	-6	-5
O=C(CCC1CCCN(c2ncccn2)C1)N1CCN(c2ccccn2)CC1 (stereo not drawn)	0	8	0	-1	1	-2	3	-7	-7	-14
CCN1CCN(c2cc(C)c3cc(NC(=O)c4ccc5c(c4)OCO5)ccc3n2)CC1	7	8	1	-2	-2	4	-25	-21	0	-7
O=C(NCc1ccccn1)c1c(O)c2cccc3c2n(c1=O)CC3	-1	-7	1	-29	-1	0	1	-7	12	4
CC(/C=N/N1CCN(c2ccccc2)CC1)=C\c1ccccc1	-2	0	-2	-3	-8	12	-31	-52	-2	19
CCOC(=O)Cn1c(=NC(=O)C(C)C)sc2c(C)cc(C)cc21	-6	-1	-6	0	2	3	-27	-2	3	-13
O=[N+]([O-])c1ccccc1S(=O)(=O)Oc1ccc(/C=N/n2cnnc2)cc1	7	-2	3	2	2	-9	17	-44	10	1
CCc1ccc(-n2cccc2/C=C2/C(=N)N3C(=NC2=O)SN=C3S(C)(=O)=O)cc1	2	3	-1	6	5	-5	-27	1	-2	3
COC(=O)C1=CN(Cc2ccc(OC)c(OC)c2)C=C(C(=O)OC)C1c1ccc(O)cc1	3	2	1	-2	0	10	-53	22	4	6
CC1=NN(C(N)=S)C(=O)C1N=Nc1ccccc1Cl (stereo not drawn)	-6	2	6	9	-2	-5	-41	-39	4	31
COc1ccc(N/N=C(\C#N)C(=N)N2CCCCC2)cc1	0	27	-5	-1	-1	8	-145	-82	13	34
Cc1ccc(C(=O)NN(CCC(=O)NC(C)(C)C)C2=NS(=O)(=O)c3ccccc32)cc1	-3	-1	2	0	6	11	-6	-10	-4	-3
Cc1nc(N=C(N)N)nc2c(C)cccc12	9	.	-1	4	0	0	-22	44	-11	6
CCOC(=O)CCc1c(C)nc2c(c(C)nn2-c2ccccc2)c1C	5	-2	5	-4	-1	-2	-4	1	-4	-16
O=C(C[n+]1cccc(CNC(=O)c2ccc(OC(F)F)cc2)c1)Nc1cccc(C(F)(F)F)c1	-6	-4	0	2	-4	-11	-17	17	8	-9
COc1ccc(S(=O)(=O)N2CCCCC2C(=O)O)cc1OC (stereo not drawn)	-2	2	1	-3	2	-3	-29	-1	-1	-4
CC(=O)c1ccc(NC(=S)N2CC(C)CC(C)C2)cc1 (stereo not drawn)	7	-6	-1	2	-2	-1	-43	-25	12	2
O=C(Nc1ccccc1)C(=O)c1cn(CC(=O)N2CCCCC2)c2ccccc12	-5	3	0	-3	1	10	9	-4	1	4
Cc1c(NC(=S)N/C(=N/S(=O)(=O)c2ccccc2)c2ccccc2)c(=O)n(-c2ccccc2)n1C	1	-6	5	-3	1	2	-14	-16	-1	6
Oc1ccccc1N1CCN(c2nc(-c3cccs3)nc3ccccc23)CC1	-9	6	0	-2	-1	0	-26	22	6	16
O=C(/C(C=Nc1cccc(C(F)(F)F)c1)=C(/O)c1ccco1)C(F)(F)F	2	0	-7	-3	0	22	-14	-194	12	14
CC(C)NC(=S)Nc1ccc(S(=O)(=O)Nc2ncccn2)cc1	-3	11	2	0	1	-12	-37	-1	-1	16
COc1cc(C(=O)OCCCN2CCCN(CCCOC(=O)c3cc(OC)c(OC)c(OC)c3)CC2)cc(OC)c1OC	.	6	.	-2	-1	4	.	-25	3	-3
O=C(CNc1cccc2ccccc12)N/N=C/c1ccc([N+](=O)[O-])cc1	-4	-3	3	-1	1	-1	-20	-14	31	77*
CN1CCN(S(=O)(=O)c2ccc(N3CCc4ccccc4C3)nc2)CC1	-3	7	1	2	-2	-2	1	-8	6	32
O=C(CCN1C(=O)c2cccnc2C1=O)NC1CCCCCC1	-1	1	0	0	1	.	-1	20	-2	-19
Cc1cccc(C(C)C)c1NC(=O)C(C)OC(=O)Cc1n[nH]c(=O)c2ccccc12 (stereo not drawn)	.	1	.	3	0	.	.	8	-1	-13
CC(=O)c1ccc(OCc2cc(C(=O)N3CCC[C@H]3CO)no2)cc1	10	6	5	2	0	15	-18	0	-21	-40
COc1cc(/C=C/C(=O)NC(=O)c2ccccc2O)ccc1OC(C)=O	-3	2	-3	-2	2	-2	-122	-161	20	36
CCOc1cc(CN2CCSCC2)ccc1O	1	2	2	-1	1	4	9	-14	-8	-4
C#CCOc1c(Cl)cc(/C=C2/C(=O)ON=C2C)cc1OC	-2	1	-1	-4	3	5	-37	20	-2	6
COc1cc(C2C(C#N)=C(N)Oc3c2ccc2ccccc32)ccc1OCC(=O)Nc1ccccc1C (stereo not drawn)	-6	-3	-6	-4	2	0	4	30	2	39
CCOC(=O)C1CCN(C(=O)CS(=O)(=O)Cc2nc(-c3ccccc3Cl)oc2C)CC1	-7	4	-4	0	0	2	-4	1	0	-9
Nc1cc(N)nc(SCC(=O)N2CCN(C(=O)c3ccco3)CC2)n1	5	-9	3	-4	3	1	-5	31	.	.
O=C(CC1NCCNC1=O)Nc1ccc2c(c1)OCCO2 (stereo not drawn)	-4	-1	1	-1	.	.	-53	.	.	.
CC(=O)c1ccccc1N(C(=O)c1ccco1)C(C(=O)NC1CCCC1)c1ccc(N2CCOCC2)cc1 (stereo not drawn)	0	.	-5	-2	0	-74	-19	-39	-3	10
O=C(Nc1cccnc1)c1ccccc1F	-4	3	-2	3	1	-7	-11	-24	-12	6
Cc1nc2cc(-c3ccccc3)nn2c(C)c1CCC(=O)NCc1ccco1	6	4	3	-1	2	4	-30	?	-6	-2
COc1ccc(COC(=O)C2CCN(S(=O)(=O)c3ccc(C)cc3)CC2)cc1	.	-7	.	-1	-2	2	.	-5	-4	-6
COc1ccc(Br)c(OC)c1C(=O)NC(=O)Nc1nc(C)cc(C)n1	1	2	-3	-1	-1	.	-12	.	.	.
CC(=O)Nc1ccc(N/C=C/C(=O)C(C)(C)C)cc1	-3	0	-1	0	3	-9	1	-46	35	63*
Cc1ccc(C)c(NC(=O)C2CC(O)CN2C(=O)OC(C)(C)C)c1 (stereo not drawn)	0	9	2	-4	3	9	-7	1	-10	9
O=S(=O)(NCc1cccs1)c1cccc2cccnc12	11	-11	1	-6	3	-7	-6	6	-1	-1
O=C(CSCc1nc2scc(-c3cccs3)c2c(=O)[nH]1)Nc1ccccn1	-7	6	2	0	2	3	-42	16	3	-1
CN(C)c1nnnn1-c1cccc(Oc2ncc(C(F)(F)F)cc2Cl)c1	8	-2	1	1	1	-1	-7	27	5	-5
N[C@@H](Cc1ccccc1)C(=O)N1CCC(C(=O)N[C@@H](CCC(=O)O)C(=O)O)CC1	-1	-2	-3	1	-1	3	-18	-3	-3	-9
O=C(Nc1ccc(Cl)c(Cl)c1)N1CCOCC1	-1	2	3	-1	2	2	-45	-26	3	12

Rewritten field by field: two of the compounds above
SMILES: CC(=O)c1ccccc1N(C(=O)c1ccco1)C(C(=O)NC1CCCC1)c1ccc(N2CCOCC2)cc1 (stereo not drawn)
  IEC-6 cytotox = 0
  DYRK1A inh = .
  HSP90 refold inh = -5
  GSK3A inh = -2
  GSK3B inh = 0
  Platelet DG rel = -74
  KLF5 inh = -19
  aSyn UTR inh = -39
  HSF1 inhib = -3
  HSF-1 act = 10
SMILES: O=C(Nc1cccnc1)c1ccccc1F
  IEC-6 cytotox = -4
  DYRK1A inh = 3
  HSP90 refold inh = -2
  GSK3A inh = 3
  GSK3B inh = 1
  Platelet DG rel = -7
  KLF5 inh = -11
  aSyn UTR inh = -24
  HSF1 inhib = -12
  HSF-1 act = 6

Remaining list, next part:
SMILES	IEC-6 cytotox	DYRK1A inh	HSP90 refold inh	GSK3A inh	GSK3B inh	Platelet DG rel	KLF5 inh	aSyn UTR inh	HSF1 inhib	HSF-1 act
COC(=O)C1CCN(C(=O)Cc2ccc(OC)c(OC)c2)CC1	-2	-4	0	-1	-4	12	-29	20	8	4
COc1ccc(OC)c(Nc2nc(N)nc(-c3cc4ccccc4o3)n2)c1	-5	7	1	1	0	-11	-24	-7	-5	1
O=C(NCc1ccccc1)C1=C[C@@H](c2ccccc2)C[C@@H](OCCCCO)O1	.	7	.	0	-1	3	.	20	-3	-11
CCc1ccc(OCC(=O)N2c3ccccc3CCc3ccccc32)cc1	-5	-1	0	1	1	14	-25	20	-2	-13
CCC1C/C(=C\c2cc(OC)c(OC)cc2OC)C(=O)/C(=C/c2cc(OC)c(OC)cc2OC)C1 (stereo not drawn)	-3	2	2	0	-2	10	-11	0	-28	-27
O=C(O)CSCC(=O)NCc1ccccc1	9	7	2	0	0	-2	-14	-6	-2	13
COc1ccc(C(=O)NC(=S)NCCc2ccccc2)cc1	-6	-4	-4	-1	1	1	-12	-39	18	24
Nc1nnn(CC(=O)N/N=C/c2ccncc2)n1	1	.	-7	-1	4	-22	-4	6	3	10
O=C(Nc1cccc(S(=O)(=O)N2CCCCC2)c1)c1cccs1	6	5	-2	-1	-3	11	-36	-12	7	17
O=[N+]([O-])c1ccc(N2CCCCC2)cc1N1CCOCC1	-2	-6	0	0	-1	21	20	31	-2	-1
Cc1c(C)c2ccc(OCC(=O)N3CCN(c4ccc(F)cc4)CC3)c(C)c2oc1=O	-9	3	-3	-1	0	-3	-5	-8	-1	-10

Only part of the results is shown; rates above refer to the full screens.
